# BRCA1 expr act: qHTS Assay to Identify Small Molecule Activators of BRCA1 Expression | AID 624202, 2012 | Potency, µM (highest dose often 46.1 µM), for the others: at the top dose activation, most hits filed as activators | 380,000 compounds, 1.1% hits | MCF7-BRCA1-FFLuc reporter, luminescence, 48 h; response scale: scaled: vehicle 0%, 10 µM genistein 100%; further: nearly all actives have a fitted effect of over 80% in size; some results filed as inactive show a strong effect at the top dose
#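 Luminescence from a BRCA1-driven firefly luciferase in MCF7 cells was the read-out, taken 15 min after substrate addition following 48 h compound exposure at 37 °C. Data were normalized to a 10 microM genistein control and DMSO vehicle.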
# RORg inh: qHTS for inhibitors of ROR gamma transcriptional activity | Nuclear receptor ROR-gamma (Mus musculus), P51450 | Drosophila S2 Gal4-RORgamma UAS-luciferase reporter, 20 h | Potency, µM (series often up to 53.6 µM), for the others: at the highest dose activity change, negative = inhibition, actives largely listed as inhibitors | 310,000 compounds, 5.4% hits; further: on the % scale 0 is the no-effect control and ±100 the full control effect; nearly all actives have a fitted effect of over 60% in size
#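 Stably transfected Drosophila Schneider cells are the test system, with ROR gamma fused to Gal4 and luciferase under UAS control; luminescence is read after 20 hr of 700 uM copper sulfate induction at ambient temperature.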
# NPC1 prom act: qHTS Assay for NPC1 Promoter Activators. 320,000 compounds, 2.4% hits. Huh7 NPC1 promoter luciferase reporter, 24 h. Potency, µM (series often up to 9.22 µM), inactives show at the highest dose activation, hits mostly activators;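 further: % of control where 0% means no effect; nearly all actives have a fitted effect of over 60% in size; reporter is driven by a mutant NPC1 promoter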
#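 Luciferase expression driven by the NPC1 promoter was measured in stably transfected Huh7 cells after a 24 h compound incubation, using a luciferase reagent and a luminescence read.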
# Rab9 promoter act: qHTS Assay for Rab9 Promoter Activators. AID 485297, 2010. Huh7 Rab9 promoter-luciferase reporter, luminescence, 24 h. 320,000 compounds, 2.8% hits. Potency, µM (highest dose often 9.22 µM), for inactives: top-dose activation, negative = inhibition, actives largely listed as activators; further: % of control where 0% means no effect; nearly all actives have a fitted effect of over 60% in size
#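 Measured in stably transfected Huh7 cells bearing a Rab9 promoter–luciferase construct: 24 h compound treatment at 37 °C, followed by luminescence detection.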
# uPA surface inh: qHTS for Inhibitors of Cell Surface uPA Generation | AID 540303, 2011 | cell surface uPA generation assay, qHTS | 330,000 compounds, 0.31% hits | Potency, µM (doses to about 38.3 µM), for the others: at the top dose activity change, negative = inhibition, most hits filed as inhibitors; active means well fitted inhibition curve with a large enough effect; inconclusive means small, poorly fitted or top-dose-only effect; inactive means no such curve, though single readings can be large or run the other way; tested in mouse RAW 264.7 cells; further: on the % scale 0 is the no-effect control and ±100 the full control effect; nearly all actives have a fitted effect of over 55% in size
# MLL CXXC-DNA inh: qHTS Fluorescence Polarization Assay for Inhibitors of MLL CXXC domain - DNA interaction. Histone-lysine N-methyltransferase 2A (Homo sapiens), Q03164. MLL-CXXC / FITC-HOXA9 DNA fluorescence polarization. Potency, µM (highest dose often 115 µM), for the others: at the highest dose activity change, negative = inhibition, most hits filed as inhibitors. 290,000 compounds, 0.037% hits. AID 2662, 2010; active means well fitted inhibition curve with a large enough effect in the polarisation, with a control signal flat, not every such curve was filed as active; inconclusive means small, poorly fitted or top-dose-only effect, or effect the other way, or a change in a side signal; inactive means no such curve, though single readings can be large or run the other way; the % refers to the polarisation
#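 Steps: dispense CXXC domain solution (7 uM) → pin compounds or unlabeled HOX-A9 DNA control → 5 min ambient → add FLSN-HOX-A9 solution (50 nM) → spin → 30 min ambient → fluorescence polarization. Tris pH 7.5/NaCl/DTT/BSA buffer.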
# p53 reactivation: qHTS assay for re-activators of p53 using a Luc reporter; H1299 p53-A138V BP100-luciferase reporter, luminescence, 24 h; Potency, µM (titrated, usually from 92.2 µM), inactives show at the highest dose activity change, positive = activation, actives largely listed as activators; 320,000 compounds, 0.063% hits; further: % of control where 0% means no effect; nearly all actives have a fitted effect of over 45% in size
#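 H1299 (p53-null), stable ts p53-A138V + BP100-Luc; 1000 cells/well, Opti-MEM/10% FBS; cpd 4 pt, 1:5; 24 h, 37 deg C, 5% CO2; detection reagent 10 min RT; luminescence.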
# MBNL1-CUG inh: qHTS Assay for Inhibitors of MBNL1-poly(CUG) RNA binding; Muscleblind-like protein 1 (Homo sapiens), Q9NR56; TR-FRET MBNL1-His/biotin-(CUG)12 binding, 665/545 ratio; Potency, µM (highest dose often 57.5 µM), without a hit: at the top dose activity change, negative = inhibition, hits mostly inhibitors; 280,000 compounds, 0.036% hits; AID 2675, 2010; active means well fitted inhibition curve with a large enough effect in the signal ratio, with a control signal flat, not every such curve was filed as active; inconclusive means small, poorly fitted or top-dose-only effect, or effect the other way, or a change in a side signal; inactive means no such curve, though single readings can be large or run the other way; the % refers to the signal ratio; further: on the % scale 0 is the no-effect control and ±100 the full control effect
#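 Inhibition of protein-RNA binding appears as loss of TR-FRET between terbium anti-His antibody on MBNL1-His and streptavidin-XL665 on biotin-(CUG)12. Activity is normalized to buffer-only and uninhibited-complex controls.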
# Gal4-VP16 FLuc: VP16 counterscreen qHTS for inhibitors of ROR gamma transcriptional activity | Drosophila S2 Gal4-VP16 UAS-luciferase, luminescence, 20 h | Potency, µM (titrated, usually from 53.6 µM), for inactives: at the highest dose activity, negative = inhibition, hits mostly inhibitors | 310,000 compounds, 3.5% hits | AID 2546, 2010;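 further: Gal4-VP16 expression switched on by copper sulfate through the metallothionein promoter; on the % scale 0 is the no-effect control and ±100 the full control effect; nearly all actives have a fitted effect of over 50% in size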
# FLuc counter: qHTS profiling assay for firefly luciferase inhibitor/activator using purifed enzyme and Km concentrations of substrates (counterscreen for miR-21 project); Luciferin 4-monooxygenase (Photinus pyralis), P08659; purified FLuc, Km substrates, luminescence inhibition; Potency, µM (top dose mostly 57.5 µM), for inactives: at the top dose activity change, negative = inhibition, most hits filed as inhibitors; 360,000 compounds, 6.9% hits; AID 588342, 2011;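 further: plate controls were vehicle for no effect and reference inhibitor for full effect; nearly all actives have a fitted effect of over 55% in size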
#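 Biochemical qHTS of compounds, final roughly 60 µM downward over six points, against 10 nM purified firefly luciferase using Km concentrations of substrates (10 uM D-luciferin, 10 uM ATP) in Tris acetate pH 7.5 buffer; luminescence output.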
# ELG1 genotox: qHTS screen for small molecules that induce genotoxicity in human embryonic kidney (HEK293T) cells expressing luciferase-tagged ELG1 | HEK293T ELG1-luciferase reporter, luminescence, 16 h | 330,000 compounds, 1.3% hits | AID 504466, 2011 | Potency, µM (doses to about 46 µM), without a hit: at the top dose activity change, positive = activation, actives largely listed as activators; further: % of control where 0% means no effect; nearly all actives have a fitted effect of over 60% in size
#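 Step 1: seed 2,000 HEK293T ELG1-luciferase cells per well. Step 2: add compound or DMSO, incubate 16 hr at 37 °C. Step 3: ONE-Glo, 30 min at room temperature, read luminescence.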
# * hit, by the source's call; ? = inconclusive; · = no result given; [ ] = another dose, or the depositor's remark. Unless noted, the call rests on the fitted dose curve; in most records, active means well fitted curve in the direction sought with a large enough effect; inconclusive means small, poorly fitted or top-dose-only effect, or another doubt; inactive means no such curve, though single readings can be large; an effect the other way counts as inactive or inconclusive. Potency means the concentration at half of the fitted maximal effect.
SMILES,BRCA1 expr act,RORg inh,NPC1 prom act,Rab9 promoter act,uPA surface inh,MLL CXXC-DNA inh,p53 reactivation,MBNL1-CUG inh,Gal4-VP16 FLuc,FLuc counter,ELG1 genotox
CC1(C)CNC(=O)CC(C)(C)N1O,2%,6%,1%,0%,6%,9%,7%,-1%,4%,-1%,2%
O=C1CN(S(=O)(=O)c2cc(C(=O)O)ccc2Cl)c2ccccc2N1,-28%,-18%,-5%,0%,0%,6%,3%,16%,0%,0%,-1%
COc1ccc(NC(=O)CCC(=O)NCc2ccco2)c([N+](=O)[O-])c1,-36%,26%,-5%,4%,8%,25%,·,?,2%,2%,-1%
CCCCCCc1c(O)c2ccccc2[nH]c1=O,-10%,?,0%,-1%,0%,1%,3%,56%[activator],-6%,1%,3%
CCOC(=O)c1[nH]cc(-c2ccccc2)c1N1CCOCC1,-23%,1%,0%,-12%,6%,1%,3%,4%,6%,-2%,-7%
CN(c1ccccc1)S(=O)(=O)c1cccc(NC(=O)C2CC(=O)N(Cc3ccccc3)C2)c1 (stereo not drawn),-24%,31%,0%,-2%,7%,-2%,-4%,-6%,8%,-3%,-10%
COc1ccccc1Oc1nc([N+](=O)[O-])nn1CC(N)=O,-24%,6%,-4%,15%,-3%,-3%,10%,?,-6%[10 µM],0%,-6%
CCn1c(SCC(=O)Nc2nc3ccc(OC)cc3s2)nc2c1c(=O)n(C)c(=O)n2C,-50%,?,-1%,-2%,·,4%,8%,-3%,-5%,?,0%
CCn1cnc2sc(C(=O)Nc3ccc4c(c3)OCO4)c(C)c2c1=O,?,0%[0.365 µM],?,2.8µM*,-2%,-1%,?,4%,·,11µM*,8.9µM*
CC(C)Cn1c(CNC(=O)c2ccccc2)nc2ccccc21,-6%,16µM*,2%,1%,-3%,-8%,12%,-24%,?,1%,-4%
Cc1cc(-c2nnc(SCC(=O)Nc3ccccn3)o2)no1,61%,-2%,5%,0%,-7%,-5%,10%,-8%,6%[10 µM],-1%,?
COc1ccc(/C=C2\N=C(c3c(-c4ccccc4)noc3C)OC2=O)cc1OC,-16%,-22%,-3%,1%,2%,-1%,-5%,3%,-10%,0%,2%
CCOc1cccc(Oc2ccc(C(F)(F)F)cn2)c1,7%,11%,-3%,0%,-3%,0%,8%,16%,-3%,-1%,-1%
COc1ccc(-c2csc(NC(=O)c3ccccc3NS(=O)(=O)c3ccc(C)cc3)n2)cc1,-77%,35%[10 µM],-3%,-18%,-3%,0%,·,·,?,?,-16%
C/C(Cl)=C/Cc1c(C)[nH]c2c(ccc3ccccc32)c1=O,-15%,?,-3%,1%,12%,14%,-2%,-3%,?,3%,10%
CCN(CC)CCCNC(=S)N1CCN(c2nc3ccccc3n2CC)CC1,-34%,-10%,-5%,1%,-2%,8%,3%,-3%,2%,0%,-3%
CCCCCc1nnc(NC(=O)CN2C(=O)C3CCCCC3C2=O)s1 (stereo not drawn),3%,15%,1%,0%,-3%,10%,0%,0%,-1%,0%,2%
COC(=O)[C@]1(S(=O)(=O)c2ccccc2)C[C@@H]2ON=C(c3ccc(OC)cc3)[C@@H]2C1,29%,2%,-1%,9%,-3%,-8%,15%,0%,5%,-12%,0%
CCOC(=O)c1c(C)[nH]c(C)c1C(=O)CSc1nc2ccccc2c(=O)n1-c1ccccc1C,-90%,?,-3%,-6%,-6%,?,-18%,5%,-1%,?,-7%
COc1ccc(S(=O)(=O)N2CCOC23CCN(S(=O)(=O)c2ccc(Cl)cc2)CC3)cc1,-2%,·,-2%,-2%,-15%,·,-2%,·,·,4%,6%

# Quoted from the listing.
# CCn1cnc2sc(C(=O)Nc3ccc4c(c3)OCO4)c(C)c2c1=O in uPA surface inh has -2%
# CCN(CC)CCCNC(=S)N1CCN(c2nc3ccccc3n2CC)CC1 in RORg inh has -10%
# Cc1cc(-c2nnc(SCC(=O)Nc3ccccn3)o2)no1 in p53 reactivation has 10%
# CCOC(=O)c1[nH]cc(-c2ccccc2)c1N1CCOCC1 in RORg inh has 1%
# COc1ccccc1Oc1nc([N+](=O)[O-])nn1CC(N)=O in uPA surface inh has -3%

# (continued)
SMILES,BRCA1 expr act,RORg inh,NPC1 prom act,Rab9 promoter act,uPA surface inh,MLL CXXC-DNA inh,p53 reactivation,MBNL1-CUG inh,Gal4-VP16 FLuc,FLuc counter,ELG1 genotox
COc1ccc(S(=O)(=O)N2CCN(c3ccccn3)CC2)c(OC)c1,32%,14%,-6%,0%,17%,-8%,-15%,-9%,-1%,6%,-5%
COc1cccc(OC)c1OCCCc1c(C)n[nH]c1C,2%,-34%,4%,-9%,-1%,-3%,-10%,13%,2%,0%,0%
CSc1nsc(SCC(=O)Nc2ccc3c(c2)OCCO3)n1,14%,0%,10%,17%,-2%,31%[activator],?,3%,-20%,21µM*,10µM*
CC1CCN(C(=O)CCCN2C(=O)c3cccnc3Oc3ccc(Cl)cc32)CC1,-13%,23%,0%,2%,-6%,-6%,-2%,-10%,?,-14%,0%
OC1CCC(Nc2ncnc3sccc23)CC1 (stereo not drawn),12%,-26%,-3%,3%,3%,6%,25%,-1%,-3%,3%,-20%
CCc1c(C(=O)Nc2ccc(OC)cc2)[nH]c(C)c1C(C)=O,47%,0%,14%,21%,-11%,12%,33%,5%,22%,?,3%
O=C(Nc1cc(C(F)(F)F)ccc1Cl)C1CCN(c2nnc(-n3cccc3)s2)CC1,-4%,32%,1%,11%,6%,-1%,-6%,-4%,-26%,-1%,4%
O=c1c(Cl)c(NCCO)cnn1-c1cccc(Cl)c1,32%,17%,18%,15%,4%,43%[activator],5%,4%,1%,-4%,16%
Cc1cccc(NC(=O)CN2CCN(C(=O)C3CCN(C(=O)/C=C/c4ccccc4)CC3)CC2)c1C,62%,·,12%,-3%,-13%,·,5%,·,·,-19%,-2%
CCOc1ccc(S(=O)(=O)N2CCN(C)CC2)c(C)c1C,-14%,?,1%,-3%,2%,-1%,2%,-1%,-11%[0.365 µM],8%,2%
Cc1cc(C(F)(F)F)c(C#N)c(SCC(=O)Nc2nc3ccccc3s2)n1,-21%,?,1.3µM*,0.4µM*,-4%,58%[activator],·,101%[activator],4%,1.2µM*,0.23µM*
CC1=CCC(C(=O)O)(C(=O)N/N=C/c2cccs2)C(c2ccc(Cl)cc2)C1 (stereo not drawn),4%,?,-3%,2%,·,?,3%,3%,13%,11%,2%
O=C(CS(=O)(=O)c1c[nH]c2ccccc12)N1CCCCC1,-44%,-7%,-3%,-1%,3%,-2%,10%,-3%,11%,0%,0%
O=C(C[n+]1cnn(CC(=O)c2ccc(Cl)cc2Cl)c1)c1ccc([N+](=O)[O-])cc1,-87%[inhibitor],-6%,-3%,-1%,-3%,0%,-2%,?,-4%,-1%,0%
NC1=NS(=O)(=O)NC1c1ccc(Br)cc1 (stereo not drawn),-1%,-23%,-4%,-5%,4%,-7%,-1%,5%,-5%,-1%,0%
O=C(C[n+]1ccccc1)N1c2ccccc2Sc2ccccc21,-18%,-3%,0%,0%,9%,8%,-2%,-4%,-4%,-2%,-2%

# Marked active in RORg inh (from the list above):
mol,RORg inh,NPC1 prom act,Rab9 promoter act,uPA surface inh,MLL CXXC-DNA inh,p53 reactivation
CC(C)Cn1c(CNC(=O)c2ccccc2)nc2ccccc21,16µM*,2%,1%,-3%,-8%,12%

# Bioassay records from PubChem BioAssay.

# The list is partial. The share of hits here may be higher or lower than overall.
